Screens: PubChem BioAssay, Vanderbilt University
GIRK2 act – activators of NPY4-receptor-primed GIRK2 channels, summary, cell-based, HEK293, thallium flux; G protein-activated inward rectifier potassium channel 2 (Homo sapiens), P48051; 34,000 tested, under 10 active; AID 1259324, 2017; activation (% efficacy), % for hits at 37.5 µM; HEK293 GIRK2/NPY4 cells, thallium flux fluorescence;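 active means primary screen hit, no activity in plain HEK293 cells, and in GIRK2-only cells above 5% efficacy rising with concentration; inactive means the rest, including fluorescent compounds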;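 further: efficacy is normalized control-subtracted fluorescence 15 s after thallium addition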
Target sequence (P48051 whole entry, looked up): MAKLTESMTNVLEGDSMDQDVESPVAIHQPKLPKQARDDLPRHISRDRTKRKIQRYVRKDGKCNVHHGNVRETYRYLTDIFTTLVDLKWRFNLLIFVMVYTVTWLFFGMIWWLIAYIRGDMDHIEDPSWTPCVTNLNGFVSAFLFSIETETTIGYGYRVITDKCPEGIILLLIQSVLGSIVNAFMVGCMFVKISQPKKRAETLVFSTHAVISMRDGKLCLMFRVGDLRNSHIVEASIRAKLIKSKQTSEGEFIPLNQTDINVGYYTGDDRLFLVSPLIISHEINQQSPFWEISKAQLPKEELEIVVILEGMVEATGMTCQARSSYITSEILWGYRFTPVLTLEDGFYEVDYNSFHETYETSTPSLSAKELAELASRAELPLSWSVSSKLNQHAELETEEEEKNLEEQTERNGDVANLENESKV
Calls only; i = inactive. This is a subset (hit frequency here may not be typical).

nr	molecule	GIRK2 act
1	Cc1cc(=O)[nH]c(-n2nc(C)c(CCC(=O)NCc3ccccc3Cl)c2C)n1	i
2	COc1ccc(S(=O)(=O)NCCNc2ccc(Nc3cc(C)ccn3)nn2)cc1OC	i
3	COc1ccc(S(=O)(=O)N(C)c2ccsc2C(=O)NCCc2ccc(Cl)cc2)cc1	i
4	CC(O)(CNC(=O)NC1CCCCC1)C1CC1 (stereo not given)	i
5	COc1ccc(C)c2sc(N(CC3CCCO3)C(=O)c3ccn(C)n3)nc12 (stereo not given)	i
6	Cc1ccc(-c2nnc(CN3CCC(Cc4ccccc4)CC3)o2)cc1	i
7	COc1ccc(N2CC(C(=O)NCc3ccccc3OC)CC2=O)cc1 (stereo not given)	i
8	COc1cc(NC(=O)c2cc(-c3ccco3)[nH]n2)c2ncccc2c1	i
9	Cc1ccc(Cn2c(CO)cnc2SCC(=O)N2CCN(c3ccccc3)CC2)cc1	i
10	COc1cc(NC(=O)NCC2CCN(C(=O)Nc3ccc(F)cc3)CC2)cc(OC)c1	i
11	O=C(Cc1cc(-c2ccc(F)cc2F)on1)NCc1cccs1	i
12	CCc1nnc(NC(=O)c2nnn(-c3ccccc3Cl)c2C)s1	i
13	COCCNC(=O)Cc1ccc(NS(=O)(=O)c2ccc(F)cc2C)cc1	i
14	CSc1ccccc1NC(=O)C1CCCN(c2ccc(-n3nc(C)cc3C)nn2)C1 (stereo not given)	i
15	O=C(Cn1cnc2ccccc21)Nc1nc2c(s1)C(=O)CCC2	i
16	CC(C)N1CCC(CNC(=O)COc2ccccc2)CC1	i
17	O=C(NCCCN1CCOC(c2ccccc2)C1)C(=O)Nc1ccc2c(c1)OCO2 (stereo not given)	i
18	O=C(Nc1nc2ccccc2s1)c1ccc(S(=O)(=O)Nc2ccc3c(c2)OCO3)o1	i
19	NC(Cc1c[nH]c2ccccc12)C(=O)O (stereo not given)	i
20	Cc1ccc(C)c(Cn2nc(-c3ccc(Cl)cc3)ccc2=O)c1	i
21	O=S(=O)(N1CCCCC1)n1c(Cc2ccccc2)nc2ccccc21	i
22	O=C(NCC(c1ccco1)N1CCOCC1)c1ccco1 (stereo not given)	i
23	COc1ccc(Br)cc1S(=O)(=O)N1CCN(CCO)CC1	i
24	CN(C)S(=O)(=O)c1ccc2c3c(cccc13)C(=O)N2C(=O)c1ccncc1	i
25	COc1cc(NS(=O)(=O)c2cc(C)ccc2OC)ccc1N1CCCC1=O	i
26	O=C(Cc1csc(Nc2ccc(F)cc2)n1)NCc1c(F)cccc1F	i
27	O=S(=O)(CCCOc1ccc(F)cc1)NCCc1c[nH]c2ccccc12	i
28	Cc1nnsc1C(=O)N1CCC(CNC(=O)Cc2ccccc2Cl)CC1	i
29	Cc1ccc(/C=C/S(=O)(=O)NCCn2nc(-c3cccnc3)ccc2=O)cc1	i
30	O=C(Cc1csc(-n2cccc2)n1)N1CCN(c2cccc(C(F)(F)F)c2)CC1	i
31	Cn1cccc1C(O)CNC(=O)c1ccc(C(F)(F)F)cc1 (stereo not given)	i
32	O=C(Cn1nc(C(=O)Nc2ccccc2)ccc1=O)Nc1ccc(Br)cc1	i
33	O=C(C1COc2ccccc2O1)N(CCc1cccs1)Cc1cccnc1 (stereo not given)	i
34	Cc1ccc(N2CC(c3nc(-c4cccs4)no3)CC2=O)cc1 (stereo not given)	i
35	COc1ccc(OC)c(NC(=O)Cn2cc(-c3ccc(C)cc3)c(N3CCOCC3)n2)c1	i
36	Cc1nnc(CNC(=O)C(=O)Nc2ccccc2C#N)o1	i
37	O=C(Cc1csc(-n2cccc2)n1)NC1CCCCC1	i
38	NC(=O)Cn1nnn(-c2ccc(NC(=O)c3cccc(C(F)(F)F)c3)cc2)c1=O	i
39	Cc1cc(NC(=O)COc2ccccc2C)n(C2CCS(=O)(=O)C2)n1 (stereo not given)	i
40	O=C(NCCCn1nc(-c2ccc(F)cc2)ccc1=O)C1(c2ccccc2)CCOCC1	i
41	CC(C)(Oc1ccc(Cl)cc1)C(=O)NCC(O)(c1ccccc1)C(F)(F)F (stereo not given)	i
42	CC(C)CNC(=O)C(=O)NCCN1CCN(c2ccc(Cl)cc2)CC1	i
43	N#CC1(C(=O)Nc2ccc(Oc3ccccc3)cc2)CC1	i
44	O=C(/C=C/c1ccccc1Cl)N1CCN(Cc2ccsc2)CC1	i
45	COc1ccc(-c2cn(CC(=O)Nc3cccc(OC)c3)nc2N2CCOCC2)cc1	i
46	CC(C)C(=O)N1CCc2ccc(NC(=O)CSCc3ccccc3)cc2C1	i
47	CC(C)c1nnc(C2CCN(C(=O)Nc3ccc(C(F)(F)F)cc3)CC2)o1	i
48	Cc1nc2c(sc3ccccc32)c(=O)n1CC(=O)Nc1ccc2c(c1)OCCO2	i
49	O=C(Nc1nnc(-c2ccccc2)o1)C1CCN(S(=O)(=O)c2ccc(Cl)cc2)CC1	i
50	O=C(Nc1cccc2nsnc12)C1CCN(c2ccc(-c3ccco3)nn2)CC1	i
51	Cc1cc(NC(=O)c2cc(Cl)ccn2)sn1	i
52	CN1CCC(CNS(=O)(=O)Cc2ccc(Cl)cc2)CC1	i
53	COc1ccc(S(=O)(=O)Nc2ccc3c(c2)N(C(=O)C2CCCC2)CC3)cc1F	i
54	COc1ccc(C(=O)NCC2(c3cccs3)CCCC2)c(OC)c1	i
55	COc1ccc(Cc2nnc(C3CCN(C(=O)/C=C/c4cccs4)CC3)s2)cc1	i
56	CCOc1ccc(NC(=O)Cc2csc(Nc3ccc(S(C)(=O)=O)cc3)n2)cc1	i
57	CC(=O)c1ccc(NC(=O)Cn2nc(-c3ccc(Cl)cc3)ccc2=O)cc1	i
58	O=C(CNS(=O)(=O)c1ccccc1Cl)N1CCOC(c2ccccc2)C1 (stereo not given)	i
59	Cn1nc(CNC(=O)Nc2cccs2)c2ccccc2c1=O	i
60	COCCN(CCOC)S(=O)(=O)CCNC(=O)c1ccc(OC)cc1	i

Compounds shown so far containing two or more sulfur atoms, in the order listed:
nr	molecule	GIRK2 act
3	COc1ccc(S(=O)(=O)N(C)c2ccsc2C(=O)NCCc2ccc(Cl)cc2)cc1	i
18	O=C(Nc1nc2ccccc2s1)c1ccc(S(=O)(=O)Nc2ccc3c(c2)OCO3)o1	i
55	COc1ccc(Cc2nnc(C3CCN(C(=O)/C=C/c4cccs4)CC3)s2)cc1	i
56	CCOc1ccc(NC(=O)Cc2csc(Nc3ccc(S(C)(=O)=O)cc3)n2)cc1	i

More entries
nr	molecule	GIRK2 act
61	CC(=O)c1ccc(NC(=O)CSc2ncnc3c2[nH]c2ccc(F)cc23)cc1	i
62	O=C(NCCN1CCOC(c2ccccc2)C1)c1cccc(C(F)(F)F)c1 (stereo not given)	i
63	COc1ccc(-c2ccc(OCCNS(=O)(=O)c3cc(C)ccc3OC)nn2)cc1	i
64	CSCCC(C)(O)CNC(=O)/C=C/c1ccc2c(c1)OCO2 (stereo not given)	i
65	COc1cccc(N2C(=O)CN(CC(C)C)C3CS(=O)(=O)CC32)c1 (stereo not given)	i
66	Fc1cc(F)c2nc(OC3CCNCC3)sc2c1	i
67	COc1ccc(OCCN2CC(=O)N(c3ccccc3)C3CS(=O)(=O)CC32)cc1 (stereo not given)	i
68	COc1cccc(-c2cc3ccc(O)cc3oc2=O)c1	i
69	CCOCCCNC(=O)c1c(N)n(-c2cc(OC)cc(OC)c2)c2nc3ccccc3nc12	i
70	COc1ccc(F)cc1S(=O)(=O)Nc1cccc(-c2ccc(=O)n(C)n2)c1	i
71	Cn1nc(C2CCCN(C(=O)c3cc(-c4ccco4)[nH]n3)C2)n(-c2ccccc2)c1=O (stereo not given)	i
72	COCCN1CCC(CNC(=O)c2cccc(F)c2)CC1	i
73	CC(C)c1nnc(C2CCN(C(=O)c3ccc4nc[nH]c4c3)CC2)o1	i
74	Cc1cc(C(=O)N2CCC(COCc3ccccc3)CC2)c(C)o1	i
75	CCc1ccc(-c2cc3c(=O)[nH]nc(SCC(=O)NCc4ccccc4Cl)n3n2)cc1	i
76	CCn1c(=O)c(C(=O)Nc2ccccc2F)cc2cccnc21	i
77	CCOC(=O)C(=O)NCC1CCCN1S(=O)(=O)c1cc(C)ccc1C (stereo not given)	i
78	O=C(Nc1ccc(CC(=O)N2CCOCC2)cc1)C1CCCC1	i
79	NC(=O)C1Cc2ccccc2N1C(=O)Nc1ccccc1 (stereo not given)	i
80	O=S(=O)(Cc1nc(-c2ccc3c(c2)OCO3)no1)c1ccc(Cl)cc1	i
81	COc1ccc(Cn2c(SCc3nc(-c4ccccc4)no3)nc3ccsc3c2=O)cc1	i
82	Cc1ccc(CNC(=O)C(=O)NCc2ccsc2)cc1	i
83	COc1ccc(Nc2nnc(Cc3ccc(C)cc3)c(=O)[nH]2)cc1OC	i
84	Cc1cc(C)nc(-n2nc(C(C)(C)C)cc2OCC(=O)N2CCN(c3ccccc3)CC2)n1	i
85	C=CCn1c(=O)c2sc(N3CCCCC3)nc2n(CC(=O)Nc2ccc3c(c2)OCCO3)c1=O	i
86	CSc1ncccc1C(=O)NCCc1csc2nc(-c3cccs3)nn12	i
87	COc1ccc(C(=O)Nc2cccc(-c3cn4nc(OC)ccc4n3)c2)c(OC)c1	i
88	Cc1[nH]c(=O)[nH]c(=O)c1CC(=O)NCc1ccco1	i
89	Cc1cc(NC(=O)CN2C(=O)c3ccccc3C2=O)n(-c2ccccc2)n1	i
90	O=C(Nc1ccc([N+](=O)[O-])cc1)c1ccc(=O)n(Cc2ccccc2Cl)c1	i
91	Cc1c(C(=O)NCC(c2cccs2)N(C)C)cccc1[N+](=O)[O-] (stereo not given)	i
92	O=C1CC(NC(=O)Nc2ccccc2C(F)(F)F)CN1 (stereo not given)	i
93	O=C(CSc1ccc(NC(=O)c2cccs2)nn1)NCc1cccs1	i
94	Cc1cc(-c2nnc(NC(=O)c3ccc(Oc4ccccc4)cc3)o2)n(C)n1	i
95	CC(C)c1nnc(C2CCN(C(=O)c3ccno3)CC2)o1	i
96	CCOC(=O)N1CCN(C(=O)CN2CCC(c3nnc(-c4ccc(F)cc4)o3)CC2)CC1	i
97	COc1ccccc1N1CCN(C(=O)CSc2ncnc3c2[nH]c2ccc(C)cc23)CC1	i
98	Cc1ccc(Cl)cc1NC(=O)CSc1ncnc2c1[nH]c1ccc(F)cc12	i
99	COc1cccc(CNC(=O)C(=O)Nc2ccc(Cl)c(N3CCCS3(=O)=O)c2)c1	i
100	Cc1cc(C(=O)N2CCCC(c3nn(C)c(=O)n3-c3ccccc3)C2)no1 (stereo not given)	i
101	Cc1ccc(NC(=O)NCC(C)(O)c2ccccc2)cc1C (stereo not given)	i
102	CC(=O)N1CC(C(=O)Nc2ccc(F)c(F)c2F)C1	i
103	O=c1c2cc(-c3ccc(F)cc3)nn2cnn1Cc1nc(-c2ccc3c(c2)OCO3)no1	i
104	O=C(Cn1c(CO)cnc1SCc1c(F)cccc1Cl)NC1CCCC1	i
105	Cc1nnc(C2CCN(Cc3ccc(Cl)cc3Cl)CC2)s1	i
106	O=S(=O)(NCC(O)(c1ccccc1)C1CC1)c1ccc2c(c1)OCCO2 (stereo not given)	i
107	Cc1cc(NC(=O)C2CCCN(S(=O)(=O)c3cccs3)C2)n(C(C)C)n1 (stereo not given)	i
108	O=C(NCc1ccccc1)N1CCN(c2ccc(-c3ccncc3)nn2)CC1	i
109	O=C1CC(c2nc3ccccc3n2CCN2CCOCC2)CN1c1ccc(F)cc1 (stereo not given)	i
110	Cc1ccc(C)c(S(=O)(=O)N2CCC(Cn3ccnc3C)CC2)c1	i
111	COc1ccc(N2CCCS2(=O)=O)cc1NC(=O)NCc1ccc(OC)c(OC)c1	i
112	Cc1cc(C(=O)N2CCN(C)CC2)nn1CC(=O)NCCc1ccc(F)cc1	i
113	O=S(=O)(c1ccc(-c2ccccc2)cc1)N1CCN(c2ccc3nncn3n2)CC1	i
114	CC(=O)Nc1ccc(S(=O)(=O)Nc2ccc3c(c2)N(C(=O)C2CCCC2)CC3)c(C)c1	i
115	Cc1cn2c3c(=O)n(C)c(=O)n(C)c3nc2n1CC(=O)c1ccc(Cl)cc1	i
116	COc1ccc(OCC(=O)Nc2nonc2-c2ccccc2)cc1	i
117	COc1ccc(C(=O)N2CCN(CCn3nc(C)cc3C)CC2)cc1	i
118	COC(=O)NCC1CCN(C(=O)Nc2ccccc2OC)CC1	i
119	O=C(NCCc1c[nH]c2ccccc12)c1ccc2c(c1)[nH]c(=S)n1c3ccccc3nc21	i
120	Cn1c(-c2ccccn2)nn(CCNC(=O)Cn2cnc3c2c(=O)n(C)c(=O)n3C)c1=O	i

(more compounds)
nr	molecule	GIRK2 act
121	Cc1cc(C(=O)Nc2ccc(CC(=O)N(C)C)cc2)no1	i
122	CC1CS(=O)(=O)N(c2cccc(C(=O)NC(C)(C)C)c2)C1=O (stereo not given)	i
123	O=C(NCC1CCN(Cc2cccs2)CC1)c1c(F)cccc1Cl	i
124	CC(=O)c1cccc(S(=O)(=O)NCC2(c3cccs3)CC2)c1	i
125	CCNC(=O)C(=O)Nc1ccc2c(c1)N(S(C)(=O)=O)CCC2	i
126	Cc1cccc(OCC(O)Cn2c(N3CCC(C)CC3)nc3c2c(=O)n(C)c(=O)n3C)c1 (stereo not given)	i
127	CN(C1CC1)S(=O)(=O)c1ccc(C(=O)Nc2nc(-c3ccc4c(c3)OCCO4)cs2)cc1	i
128	O=C(c1c(F)cccc1Cl)N1CCC(Cn2cnc3ccccc32)CC1	i
129	CCOC(=O)C(CC)Sc1ccc(NC(=O)C2CC2)nn1 (stereo not given)	i

Structural class, the compounds so far containing a tert-butyl group (2)
nr	molecule	GIRK2 act
84	Cc1cc(C)nc(-n2nc(C(C)(C)C)cc2OCC(=O)N2CCN(c3ccccc3)CC2)n1	i
122	CC1CS(=O)(=O)N(c2cccc(C(=O)NC(C)(C)C)c2)C1=O (stereo not given)	i

Three entries already listed, sorted by count of non-hydrogen atoms, rising.
nr	molecule	GIRK2 act
124	CC(=O)c1cccc(S(=O)(=O)NCC2(c3cccs3)CC2)c1	i
118	COC(=O)NCC1CCN(C(=O)Nc2ccccc2OC)CC1	i
96	CCOC(=O)N1CCN(C(=O)CN2CCC(c3nnc(-c4ccc(F)cc4)o3)CC2)CC1	i
